esBAF inh – blocks esBAF chromatin remodeling in mouse ES cells; Bmi1-luciferase knock-in reporter, 24 h; 100% = twice the neutral-well signal; reporter increase, % at 12.5 µM; 350,000 compounds, 2% hits; in the data active = activation above about 40%;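 also: 0% = median of the plate's neutral control wells and 100% = double that signal; a rise in the Bmi1 reporter signal indicates esBAF inhibition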
C2C12 statin – suppressors of simvastatin-induced myotoxicity in C2C12 myotubes. ATP luminescence, 48 h; scaled: DMSO 0, geranylgeraniol control 100. rescue of ATP level, % at 7.49 µM. 330,000 compounds, 0.78% hits;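 active = mean ATP rescue above about 67%, or every replicate alone reaching that limit, limit read from the data, passing the limit was not always enough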;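 also: myotubes were challenged with 10 µM simvastatin during compound exposure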
Casp6 inh – blocks human caspase-6 cleavage activity. P55212. purified caspase-6, Z-VEID-R110 cleavage fluorescence. inhibition, % at 12.5 µM. 350,000 compounds, 0.53% hits. AID 686996;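 active = mean inhibition across replicates at least about 35%, with every replicate also reaching that limit, limit read from the data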;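 also: 0% = median of neutral control wells and 100% = no fluorescence left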
Target sequence (P55212 24-179 limits assumed): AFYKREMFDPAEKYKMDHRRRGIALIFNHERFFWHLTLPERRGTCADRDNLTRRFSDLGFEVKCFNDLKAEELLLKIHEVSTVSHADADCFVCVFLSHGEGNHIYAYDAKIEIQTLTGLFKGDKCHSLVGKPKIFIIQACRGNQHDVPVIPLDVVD
Target sequence (P55212 194-293 limits assumed): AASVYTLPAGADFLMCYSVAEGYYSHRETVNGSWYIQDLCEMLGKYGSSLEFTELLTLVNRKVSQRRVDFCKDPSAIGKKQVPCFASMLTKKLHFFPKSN
S100A4 MyoIIA – blocks human S100A4 binding to myosin IIA peptide; P26447; S100A4/TAMRA-MyoIIA peptide fluorescence polarization; inhibition, % at 10.7 µM; 360,000 compounds, 0.14% hits;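 active = mean inhibition of at least 70% across replicates, with every replicate also reaching that level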
Target sequence (P26447 whole entry, looked up): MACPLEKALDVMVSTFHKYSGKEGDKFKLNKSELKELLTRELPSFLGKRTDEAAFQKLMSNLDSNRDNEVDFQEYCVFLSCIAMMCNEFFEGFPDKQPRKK
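Test system – S100A4 monomer (human) · Compound – single-point compound testing · Schedule – 5 min incubation before reading · Probe or stimulus – TAMRA-labelled myosin IIA heavy-chain peptide probe, 5 nM · Benchmarks – neutral control DMSO, positive control TFP · Medium – Calcium-containing HEPES buffer, pH 7.2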
SIRT5 block – blocks human SIRT5 desuccinylation of peptide; Q9NXA8; Purified SirT5, succinyl-peptide AMC, trypsin-coupled fluorescence; inhibition, % at 15 µM; 330,000 compounds, 1.1% hits; in the data active = inhibition above about 15%
Target sequence (Q9NXA8 whole entry, looked up): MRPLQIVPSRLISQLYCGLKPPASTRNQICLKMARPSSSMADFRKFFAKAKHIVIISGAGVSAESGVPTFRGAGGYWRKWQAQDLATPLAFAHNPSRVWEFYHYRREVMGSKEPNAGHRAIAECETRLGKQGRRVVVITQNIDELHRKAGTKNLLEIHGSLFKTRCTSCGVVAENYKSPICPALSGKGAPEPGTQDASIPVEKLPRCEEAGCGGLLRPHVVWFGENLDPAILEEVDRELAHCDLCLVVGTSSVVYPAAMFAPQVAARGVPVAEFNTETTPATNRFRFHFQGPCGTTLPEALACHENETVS
LGR2 inh – Drosophila LGR2 receptor signaling inhibition; HEK293 LGR2, CRE-luciferase, bursicon-stimulated, 4 h; inhibition, % at 9.99 µM; 380,000 compounds, 0.35% hits; AID 720647;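 active = drop in luminescence signal, shown as inhibition above about 50% in the replicate tests, limit read from the data, passing the limit was not always enough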;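 also: agonist challenge used bursicon conditioned medium at about half maximal strength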
FN deposition inh – fibronectin deposition inhibition. AH1F fibroblasts, Alexa488-fibronectin deposition fluorescence, overnight. inhibition, % at 12.6 µM. 350,000 compounds, 0.086% hits;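 active = mean inhibition across replicates of 30% or more, regardless of how many single replicates reach that level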;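 also: positive control wells lacked labelled fibronectin entirely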
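material = AH1F fibroblast monolayer depositing Alexa488-labelled fibronectin into matrix | amount = 10000 AH1F cells/well | buffer or medium = DMEM plus 2% serum, read in PBS | incubation = 1 h cell adhesion before compound, then overnight fibronectin incubation | detection = fluorescence at 485 nm excitation, 525 nm emission | evaluation = percent inhibition as loss of matrix-bound fibronectin fluorescence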
Numbers without * were called inactive; nt = not tested or not shown; & = joins results of further samples. The list is partial; count on the stated rates, not on these rows.

| Compound | esBAF inh | C2C12 statin | Casp6 inh | S100A4 MyoIIA | SIRT5 block | LGR2 inh | FN deposition inh |
| --- | --- | --- | --- | --- | --- | --- | --- |
| C[C@H](CO)N1C[C@H](C)[C@H](CN(C)Cc2ccc(C(=O)O)cc2)Oc2ccc(NC(=O)Cn3cnnn3)cc2C1=O | -2 | 22 | 2 | 0 | 10 | 6 | nt |
| CCCNC(=O)c1cc(C2CCCCN2C(=O)c2cccs2)on1 (stereo not drawn) | -1 | -6 | 0 | 0 | -1 | -8 | 1 |
| O=c1[nH]cc(N2CCCCCC2)c(=O)[nH]1 | -1 | 5 | -1 | -1 | -4 | 2 | -4 |
| O=C(NCCCn1ccnc1)/C(=C/c1cccs1)NC(=O)c1ccco1 | -2 | 5 | -2 | 1 | nt | 9 | 2 |
| COc1cc(NS(=O)(=O)c2ccc(NC(=S)Nc3ccccc3)cc2)nc(OC)n1 | -1 | -5 | -7 | -12 | -3 | 10 | -8 |
| Cc1ccc2ncnc(Nc3cccc([N+](=O)[O-])c3)c2c1 | -4 | -4 | -1 | 0 | 0 | 4 | 4 |
| COCC#Cc1ccc2c(c1)O[C@H](CN(C)C(=O)C1CCCCC1)[C@H](C)CN([C@@H](C)CO)S2(=O)=O | 0 | 5 | 2 | 0 | -2 | -7 | nt |
| O=C(Nc1cccc(Oc2ccccc2)c1)C1Cc2c(-c3cccc(F)c3)ccnc2O1 (stereo not drawn) | 1 | 13 | 1 | -1 | nt | -16 | -18 |
| CC(=O)Nc1c(C)ccc([N+](=O)[O-])c1C | 3 | 1 | -6 | 3 | 0 | -3 | -11 |
| C[C@H]1CN([C@@H](C)CO)C(=O)c2cc(NC(=O)NC3CCCCC3)ccc2O[C@@H]1CN(C)C(=O)Nc1ccc2c(c1)OCO2 | 2 | 25 | -3 | 6 | -4 | -5 | -3 |
| Cc1ccc(S(=O)(=O)N(C)C[C@H]2Oc3ccc(NC(=O)Nc4ccc(C(F)(F)F)cc4)cc3C(=O)N([C@H](C)CO)C[C@@H]2C)cc1 | -3 | -51 | 0 | 2 | -3 | 11 | nt |
| O=C(C1CCCCC1)N1CCc2ccccc21 | 8 | 1 | -2 | 13 | 0 | 12 | 3 |
| COC(=O)c1c(NC(=O)C(=O)NCC2CCCO2)sc2c1CC(C)(C)OC2 (stereo not drawn) | -6 | -13 | -1 | -2 | 3 | 23 | 6 |
| CN(CCCC1CCCC1)C(=O)CC1C(=O)NCCN1Cc1ccc(F)cc1 (stereo not drawn) | nt | nt | -2 | -6 | -2 | 21 | -7 |
| Cc1noc(C)c1S(=O)(=O)Nc1cccc2c1O[C@@H](CN(C)Cc1ccc(C(=O)O)cc1)[C@@H](C)CN([C@@H](C)CO)C2=O | 2 | nt | 0 | 11 | -7 | 20 | nt |
| COc1ccc(NC(=O)CSCC(=O)Oc2c(OC)cccc2OC)cc1 | -2 | -6 | -3 | 4 | 2 | -7 | 4 |
| O=C(COc1ccccc1Cl)N1CCN(c2ccc([N+](=O)[O-])c(N3CCCCC3)c2)CC1 | -1 | -3 | 1 | -13 | 11 | 7 | nt |
| Cc1ccc(NC(=O)/C=C/c2ccc3c(c2)OCO3)cc1S(=O)(=O)N1CCOCC1 | 1 | 9 | 0 | -6 | -4 | 20 | 9 |
| CCC(C(=O)N1CCc2cc(OC)c(OC)cc2C1)c1ccccc1 (stereo not drawn) | -6 | -1 | nt | nt | nt | nt | -1 |
| COc1cc(/C=C\C(=O)OCn2nnc3ccccc3c2=O)cc(OC)c1OC | 7 | 4 | 0 | -5 | -2 | nt | -9 |
| CCC(C)(C)NC(=O)CN(Cc1ccc(OC)cc1)C(=O)CCC(=O)Nc1nccs1 | 7 | 17 | -5 | -1 | -2 | 4 | 8 |
| COCCCN1C(=O)C(=O)/C(=C(/O)c2ccc(OC)cc2C)C1c1cccnc1 (stereo not drawn) | -11 | -2 | nt | nt | nt | nt | -2 |
| COCc1nnc(NS(=O)(=O)c2ccc(NC(C)=O)cc2)s1 | -6 | -39 | nt | nt | nt | 0 | nt |
| c1ccc(CCn2nnnc2C(c2cccnc2)N2CCOCC2)cc1 (stereo not drawn) | 0 | -4 | 1 | 0 | -4 | 6 | 0 |
| C/C=C/c1ccc([C@@H]2[C@H](CO)N(C(=O)CN(C)C)C23CN(C(=O)C2CCC2)C3)cc1 | nt | nt | -2 | 3 | -3 | -6 | -1 |
| CCc1ccc(NC(=O)C(=O)NCCN2CCN(S(C)(=O)=O)CC2)cc1 | nt | nt | 1 | 5 | -3 | -16 | -6 |
| Cc1ccc(/C=C/C(=O)OCC(=O)c2ccc3c(c2)NC(=O)CO3)o1 | 5 | 5 | 1 | 2 | nt | -3 | -5 |
| COc1ccc(C)cc1N(CC(=O)O)S(=O)(=O)c1ccc(C)cc1 | 2 | 5 | nt | nt | nt | nt | -4 |
| OC[C@H]1[C@H](c2ccc(C#CC3(O)CCCC3)cc2)[C@@H]2CN(Cc3cncnc3)CCCCN12 | -4 | -3 | 1 | -3 | 7 | 29 | -9 |
| O=[N+]([O-])c1cccc(N=NN(CCO)c2cccc([N+](=O)[O-])c2)c1 | 10 | -14 | nt | nt | nt | 37 | nt |

No new results follow: entries from further up.
| Compound | esBAF inh | C2C12 statin | Casp6 inh | S100A4 MyoIIA | SIRT5 block | LGR2 inh | FN deposition inh |
| --- | --- | --- | --- | --- | --- | --- | --- |
| CCC(C(=O)N1CCc2cc(OC)c(OC)cc2C1)c1ccccc1 (stereo not drawn) | -6 | -1 | nt | nt | nt | nt | -1 |
| COc1cc(/C=C\C(=O)OCn2nnc3ccccc3c2=O)cc(OC)c1OC | 7 | 4 | 0 | -5 | -2 | nt | -9 |

(continued)
| Compound | esBAF inh | C2C12 statin | Casp6 inh | S100A4 MyoIIA | SIRT5 block | LGR2 inh | FN deposition inh |
| --- | --- | --- | --- | --- | --- | --- | --- |
| CCOC(=O)c1cc(NC(=O)CN2CCCC2)cc(C(=O)OCC)c1 | 2 | -4 | -3 | -1 | 0 | -3 | -1 |
| O=C(c1ccccn1)N1CC(=O)N2[C@@H](CO)[C@H](c3ccc(-c4cccc(F)c4)cc3)[C@@H]2C1 | nt | nt | 2 | 2 | 4 | -9 | nt |
| CCN(CC(=O)NC1CCCC1)S(=O)(=O)c1ccc(Br)cc1 | 0 | 0 | -3 | 0 | -3 | 6 | nt |
| COc1ccc(-n2nc3c(c2NC(=O)CCCCl)CSC3)cc1 | 33 | -2 | -1 | -6 | 1 | -4 | -1 |
| C[C@H]1CCCCO[C@@H](CN(C)C(=O)Nc2cccc3ccccc23)[C@@H](C)CN([C@@H](C)CO)C(=O)c2cc(NS(=O)(=O)c3ccc(F)cc3)ccc2O1 | 12 | nt | 1 | -1 | 11 | 14 | -1 |
| C[C@H](CO)N1C[C@H](C)[C@H](CN(C)S(=O)(=O)c2cn(C)cn2)Oc2ccc(NS(C)(=O)=O)cc2C1=O | -2 | -25 | -1 | 5 | -8 | -1 | nt |
| CCOC(=O)c1cc(NC(=O)c2cccnc2)ccc1N1CCOCC1 | nt | nt | 0 | 2 | 1 | 7 | nt |
| CCCNC(=O)N(C)C[C@H]1Oc2ncc(C#C[C@H](C)O)cc2C(=O)N([C@@H](C)CO)C[C@H]1C | 2 | nt | -4 | -2 | 2 | 1 | -1 |
| CN(C)C(=O)c1cccc(-c2ccc3c(c2)[C@H]2[C@H](CCN2C(=O)C2CCOCC2)[C@@H](CO)N3)c1 | -1 | -7 | 1 | 5 | 2 | 2 | 8 |
| COc1ccccc1CNC(=O)C[C@@H]1CC[C@@H]2[C@H](COC[C@@H](O)CN2Cc2cccc(-c3ccncc3)c2)O1 | 18 | -3 | nt | nt | nt | 8 | -5 |
| Brc1ccc(-c2noc(C3CCCCC3)n2)cc1 | nt | nt | -2 | -2 | -2 | -68 | 6 |
| Cc1cc(C)cc(OCC(=O)NN2Cc3ccccc3C2=N)c1 | -1 | -6 | nt | nt | nt | 6 | nt |
| COc1cccc(-c2ccc(C3[C@H]4CNC[C@@H]3N4C(=O)Nc3cc(F)ccc3F)cc2)c1 (stereo partly drawn) | nt | nt | 0&-1 | 11&-7 | -2&4 | -20&-21 | 4&-2 |
| O=C(Nc1ccc(CSc2ccccc2)cc1)c1ccco1 | 52* | -1 | 1 | -4 | 1 | -57 | nt |
| CCCNC(=O)N1[C@@H](C#N)[C@@H](c2ccc(C#Cc3ccc(F)cc3)cc2)[C@@H]1CO | -3 | 7 | 0 | -10 | 8 | -1 | 7 |
| COC(=O)CN1C(=O)N/C(=C/c2ccccc2OC)C1=O | nt | nt | -1 | 8 | 1 | nt | -4 |
| CCCNC(=O)NC[C@@H]1[C@H](c2ccc(C3=CCCC3)cc2)[C@@H](CO)N1C(=O)CC | -2 | 4 | -1 | 1 | 3 | 3 | -4 |
| CCOC(=O)c1cccc(NC(=O)C2CCCO2)c1 (stereo not drawn) | 0 | 102* | nt | nt | nt | 12 | nt |
| CN1C(=O)[C@@H]2[C@@H](C[C@]3(COc4ccccc4)OC[C@H]2/C3=C\c2ccccc2)C1=O | nt | nt | 0 | -11 | 2 | nt | nt |
| Cc1ccc(-c2nnc(NCc3nc4ccccc4[nH]3)c3ccccc23)cc1S(=O)(=O)N(C)C | nt | nt | 1 | -4 | -1 | 58* | -6 |
| Cc1cccc2sc(NC(=O)C3c4ccccc4Oc4ccccc43)nc12 | 5 | 0 | 0 | 4 | -4 | 23 | nt |
| CC(C)NC(=O)Nc1ccc2c(c1)CC(=O)N([C@@H](C)CO)C[C@@H](C)[C@H](CN(C)C(=O)NC(C)C)O2 | 1 | -1 | 0 | -15 | -5 | 13 | nt |
| COCCSc1nc(N)c(NC(=O)c2ccc(OC)cc2)c(=O)[nH]1 | nt | nt | -2 | -4 | 2 | -6 | 2 |
| C[C@@H]1CN([C@@H](C)CO)C(=O)c2cc(NC(=O)c3ccccc3)ccc2O[C@@H](C)CCCCO[C@@H]1CN(C)C | 4 | -13 | nt | nt | nt | 4 | nt |
| CN1[C@H](C(=O)NCCc2ccccc2)[C@@H](CO)[C@@H]2Cn3c(ccc(-c4ccncc4)c3=O)[C@@H]21 | 6 | 8 | -2 | 6 | 1 | 3 | nt |
| CCOCCCN(C)C1CCN(C(=O)c2oc3ccccc3c2NC(=O)c2cccc([N+](=O)[O-])c2)CC1 | 2 | -25 | -6 | 1 | 2 | 7 | -6 |
| CC1=C(C)CC(C(=O)NNC(=O)c2ccccc2O)C(C(=O)O)C1 (stereo not drawn) | 38 | -12 | nt | nt | nt | -18 | nt |
| COc1cc2cccc(OC)c(=O)c2c(OC)c1OC | 2 | -1 | 3 | 0 | nt | -1 | nt |
| Cc1cc(OC(C)C(=O)NCC2CCCO2)cc(C)c1Cl (stereo not drawn) | 0 | 1 | -1 | -1 | -1 | 11 | nt |

Part of the list above, reduced to FN deposition inh, LGR2 inh and SIRT5 block:
molecule	FN deposition inh	LGR2 inh	SIRT5 block
CCOCCCN(C)C1CCN(C(=O)c2oc3ccccc3c2NC(=O)c2cccc([N+](=O)[O-])c2)CC1	-6	7	2
C[C@@H]1CN([C@@H](C)CO)C(=O)c2cc(NC(=O)c3ccccc3)ccc2O[C@@H](C)CCCCO[C@@H]1CN(C)C	nt	4	nt
CC1=C(C)CC(C(=O)NNC(=O)c2ccccc2O)C(C(=O)O)C1 (stereo not drawn)	nt	-18	nt
CCCNC(=O)NC[C@@H]1[C@H](c2ccc(C3=CCCC3)cc2)[C@@H](CO)N1C(=O)CC	-4	3	3

Source: PubChem BioAssay (Broad Institute)
